MsrA inhibitor – bovine MsrA enzyme inhibitors, primary screen, biochemical, absorbance, HTS | purified bovine MsrA, absorbance read-out | 360,000 compounds, 0.75% hits | inhibition, % at 15.5 µM | Methionine sulfoxide reductase A (Bos taurus); in the data active = inhibition above about 4.5%;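 also: 0% = vehicle wells with enzyme and 100% = reference inhibitor wells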
MsrA act – bovine MsrA enzyme activators, primary screen, biochemical, absorbance, HTS; purified bovine MsrA, absorbance read-out; activation, % at 10.6 µM; 360,000 compounds, 0.3% hits; in the data active = activation above about 7.5%;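 also: 0% = vehicle and 100% = reference activator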
Tb MetRS inh – T. brucei MetRS inhibitors, primary screen, biochemical, luminescence; 360,000 compounds, 0.4% hits; inhibition, % at 11.9 µM; purified T. brucei MetRS, ATP depletion, Kinase-Glo luminescence; methionyl-tRNA synthetase (Trypanosoma brucei brucei);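 active = inhibition above a per-plate cutoff of the control wells' mean inhibition plus 3 SD, cut at about 5.5% in these data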;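 also: 0% = DMSO wells median and 100% = median of wells with control inhibitor compound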
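technique = Kinase-Glo luminescence, ATP depletion format | system = purified MetRS (methionyl-tRNA synthetase) enzyme from Trypanosoma brucei | timing = 15 min preincubation, 2 h reaction, all 25 °C | evaluation = percent inhibition versus plate control medians | dosing = single dose, 11.9 µM final nominal, 0.9% final DMSO | also added = substrates ATP, L-methionine and bulk Escherichia coli tRNA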
Scp1 inh – Scp-1 phosphatase inhibitors, primary screen, biochemical, colorimetric, uHTS. Recombinant Scp1, phosphopeptide, malachite green phosphate absorbance. inhibition, % at 20 µM. 340,000 compounds, 0.88% hits. AID 493091, 2011;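 active = inhibition above about 50% at 20 µM, limit read from the data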;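 also: plate controls were DMSO wells with enzyme for no effect and wells lacking enzyme for full effect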
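Test system: SCP-1 phosphatase catalytic domain, residues 76-261 | Compound dosing: One concentration, 20 µM, with 1.0% DMSO | Schedule: 45 min room-temperature reaction, 5 min colour, 30 min stabiliser | Detection: Absorbance at 630 nm | Read-out basis: % inhibition of SCP-1 phosphate liberation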
LMPTP inh – LMPTP phosphatase inhibitors, primary screen, biochemical, fluorescence intensity, uHTS; Low molecular weight phosphotyrosine protein phosphatase (Homo sapiens), P24666; recombinant LMPTP-A, OMFP fluorogenic substrate; inhibition, % at 20 µM; 360,000 compounds, 0.22% hits;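 active = compounds that cut the enzyme signal by at least half of the control window in the single-dose screen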;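 also: plate controls were DMSO wells with enzyme plus substrate for no effect and substrate without enzyme for full effect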
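Test system: LMPTP-A phosphatase enzyme; input: 0.625 nM LMPTP-A final; reagent: OMFP substrate, 400 µM final; compound dosing: 20 µM single dose, 3% DMSO; incubation: 50 min dark incubation at room temperature; measured by: endpoint fluorescence intensity from OMFP dephosphorylation; measure: % inhibition relative to no-enzyme and uninhibited control wells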
DNMT1 inh – human DNMT1 methyltransferase inhibitors, primary screen, biochemical, molecular beacon, fluorescence, HinP1I cleavage, uHTS; DNA (cytosine-5)-methyltransferase 1 (Homo sapiens), P26358; inhibition (reported as % activation of signal), % at 10 µM; 360,000 compounds, 0.83% hits; AID 588458, 2011; in the data active = inhibition above about 50%
STEP block – STEP phosphatase inhibitors, primary screen, biochemical, fluorescence intensity, uHTS. 360,000 compounds, 0.25% hits. Tyrosine-protein phosphatase non-receptor type 5 (Homo sapiens), P54829. recombinant STEP, OMFP fluorogenic substrate. inhibition, % at 20 µM. AID 588621, 2011;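 active = inhibition at 20 µM, scaled per plate between control wells, above about 37%, limit read from the data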;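 also: 0% = DMSO with enzyme and substrate and 100% = substrate only without enzyme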
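Also added – OMFP at 25 µM · Test system – STEP tyrosine phosphatase · Technique – FITC-channel fluorescence of OMFP product · Schedule – 20 min at room temperature, dark · Evaluation – control-normalized % inhibition with plate pattern correction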
CendR NRP1 mod – modulators of CendR peptide binding to NRP-1, primary screen, biochemical, fluorescence polarization, uHTS; Neuropilin-1 (Homo sapiens), O14786; FAM-RPARPAR peptide binding to NRP-1; inhibition, % at 25 µM; 360,000 compounds, 0.85% hits; AID 602438, 2012;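 active = inhibition or corrected inhibition above about 18%, plus a signal ratio from 0.5 to 1.5, limit read from the data, passing the limit was not always enough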; also: strong numbers were not always called active
Target sequence (O14786 whole entry, looked up): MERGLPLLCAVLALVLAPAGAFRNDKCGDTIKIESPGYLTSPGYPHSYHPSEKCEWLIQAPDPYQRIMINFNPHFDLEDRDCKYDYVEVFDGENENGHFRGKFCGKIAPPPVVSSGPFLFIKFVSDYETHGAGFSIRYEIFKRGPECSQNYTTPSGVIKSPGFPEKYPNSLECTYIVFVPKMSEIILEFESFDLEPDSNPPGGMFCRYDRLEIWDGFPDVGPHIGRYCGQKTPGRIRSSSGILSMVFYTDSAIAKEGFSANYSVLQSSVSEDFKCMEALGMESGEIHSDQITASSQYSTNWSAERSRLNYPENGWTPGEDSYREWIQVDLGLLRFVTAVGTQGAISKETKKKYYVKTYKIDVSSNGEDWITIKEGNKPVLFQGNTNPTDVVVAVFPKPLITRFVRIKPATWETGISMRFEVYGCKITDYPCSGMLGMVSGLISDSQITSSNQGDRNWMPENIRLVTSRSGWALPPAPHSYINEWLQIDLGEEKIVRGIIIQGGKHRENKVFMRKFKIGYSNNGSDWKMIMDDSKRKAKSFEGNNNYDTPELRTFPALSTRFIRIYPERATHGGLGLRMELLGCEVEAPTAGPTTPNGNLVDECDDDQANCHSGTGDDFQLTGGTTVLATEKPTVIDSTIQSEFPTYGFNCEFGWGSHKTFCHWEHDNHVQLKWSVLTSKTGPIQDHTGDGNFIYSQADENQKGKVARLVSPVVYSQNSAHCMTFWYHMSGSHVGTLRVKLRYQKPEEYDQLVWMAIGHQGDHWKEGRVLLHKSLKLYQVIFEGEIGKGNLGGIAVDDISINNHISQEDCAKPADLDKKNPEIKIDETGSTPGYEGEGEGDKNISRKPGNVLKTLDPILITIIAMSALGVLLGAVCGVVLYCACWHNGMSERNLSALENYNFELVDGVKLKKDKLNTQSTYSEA
eLon inh – inhibitors of E. coli Lon protease, primary screen, biochemical, fluorescence polarization; purified E. coli Lon protease; inhibition, % at 7.94 µM; 360,000 compounds, 0.42% hits; AID 602123, 2011; in the data active = inhibition above about 13%, passing the limit was not always enough;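 also: 0% = enzyme with probe and DMSO and 100% = no enzyme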
SUMO1-SIM PPI – modulators of SUMO1 protein-protein interactions, primary screen, biochemical, uHTS; Small ubiquitin-related modifier 1 (Homo sapiens), P63165; SUMO1 binding to a labelled peptide, TR-FRET, 1 h; inhibition, % at 20 µM; 360,000 compounds, 0.33% hits; AID 602429, 2012; in the data active = inhibition above about 37%
* hit, by the source's call; x = no result given. The order is random, and some 4.3% of all compounds hit somewhere here.

SMILES	MsrA inhibitor	MsrA act	Tb MetRS inh	Scp1 inh	LMPTP inh	DNMT1 inh	STEP block	CendR NRP1 mod	eLon inh	SUMO1-SIM PPI
Nc1ncnc(Nc2cccc(Cl)c2Cl)n1	-0.3	-3	0.5	-3	-0.8	1	1	-1	-5	4
Fc1ccc(N2CCN(Cc3nnc(-c4ccccc4)o3)CC2)cc1	-0.5	-4	-0.1	-6	-3.4	2	-1	18	-3	-2
CC1(C)NC(=O)N(CNc2cc(Cl)ccc2Cl)C1=O	-1.0	-4	0.0	-7	-0.9	7	-5	-4	-5	3
Cc1ccc(-c2csc(NC(=O)c3ccco3)n2)cc1C	1.3	0	-0.3	-8	4.9	-1	-2	1	-1	4
CC(N)C(=O)NC(C(=O)NC(C)C(=O)Nc1cccc2ccccc12)C(C)C (stereo not drawn)	0.7	2	0.8	x	-1.0	-10	1	0	5	-15
Fc1ccc(CNC(=S)NCc2ccccc2)cc1	-0.1	-2	0.0	-7	1.0	1	1	17	-22	-4
CCc1ccc(NC(=O)CSc2nnc(-c3ccco3)o2)cc1	-0.3	-4	-0.3	-10	0.0	0	-2	6	1	2
O=C(Nc1nnc(-c2cccs2)o1)c1cccc(C(F)(F)F)c1	1.2	-3	0.3	1	-0.3	1	3	-10	-4	5
Cc1cc(Cl)c(S(=O)(=O)NC(C(=O)O)C(C)C)cc1OCC(=O)NC1CCCCC1 (stereo not drawn)	0.5	-3	0.4	54*	-1.9	-3	1	3	-2	3
CC1C(=O)N(Cc2cn(CCC3OCCCO3)nn2)CCS(=O)(=O)N1Cc1ccc(-c2ccccc2)cc1 (stereo not drawn)	-0.8	-1	-0.7	x	-0.7	-3	3	-2	6	6
O=C(O)c1ccccc1	-1.4	-1	-1.8	1	-2.0	6	0	-19	4	-3
Cc1c(C)c2ccc(OCC(=O)Nc3ccc(S(N)(=O)=O)cc3)c(C)c2oc1=O	-0.2	-8	-0.4	45	31	6	46*	-10	10	18
COc1ccc(CCNS(=O)(=O)c2cccc3nsnc23)cc1OC	1.9	0	-0.4	3	-1.4	1	16	0	2	-29
O=c1[nH]c(C2CCN(S(=O)(=O)c3ccc(C(F)(F)F)cc3)CC2)nc2c1nnn2Cc1ccc(F)cc1	-1.1	-10	-0.3	-7	1.7	-10	-2	3	1	14
N#Cc1cnn(-c2ccccc2)c1NC(=O)CN1CCN(c2ccccc2)CC1	-0.3	-2	-0.3	-25	0.4	0	-1	15	20	3
Oc1cccc2ccc(/C=C/c3ccccc3Br)nc12	1.9	-2	-0.5	-10	3.4	-4	1	-14	6	-3
CC(=O)N1CCCc2cc(S(=O)(=O)N(C)Cc3ccccc3)ccc21	0.2	-1	0.3	-4	-0.3	-2	1	-1	0	0
O=c1[nH]c(-c2ccc3c(c2)OCO3)nc2c1sc(=S)n2-c1ccccc1	-0.9	1	0.2	-4	0.0	-1	-4	-9	-14	-6
CC(C)(C)OC(=O)C[C@H]1C/C=C\C[C@@H](CC(=O)N[C@H](CO)Cc2ccccc2)C(=O)NC[C@@H](c2ccccc2)OC1=O	-0.7	6	-0.3	-11	0.5	-1	0	3	-7	0
CCC(O)c1c(-c2ccccc2)nn(C)c1Cl (stereo not drawn)	1.7	0	-0.1	2	-0.1	-2	1	3	3	-3
COc1cccc(/C=N/n2c(CO)nc3ccccc32)c1OC	10*	-1	-0.5	-2	0.5	-2	-2	-4	-9	-1
COC(=O)CCC(=O)OC1(C)C(=O)C2=CN(CC3CC3)C(c3ccc(OC)cc3)=CC2=C(Br)C1=O (stereo not drawn)	x	-1	-0.2	2	15	6	4	-10	9	-15
Cc1ccc(Nc2nc3ccccc3n3cnnc23)cc1Cl	0.5	-12	-1.6	-13	20	31	0	10	-25	4
O=C(c1ccc(F)cc1)N1CCC(C(=O)N(Cc2ccccc2)c2ccccc2)CC1	-0.1	-2	-0.5	-10	-8.1	0	-2	5	-3	-9
CCNS(=O)(=O)c1ccc(NS(C)(=O)=O)cc1	1.0	-8	-1.1	-4	-1.4	2	0	-3	-5	-1
O=C1/C(=C/c2ccc3c(c2)OCO3)SC(=S)N1CCC(=O)N(CCO)c1ccccc1	0.5	-2	0.1	x	0.6	-9	2	-76	-73	-19
CCOC(=O)C1=C(C)NC(SC)=C(C#N)C1CC(C)C (stereo not drawn)	0.0	-2	0.1	-10	4.4	11	-1	-4	-1	10
O=C(NCc1ccc(F)cc1)C1CCCN1S(=O)(=O)c1cccc2nsnc12 (stereo not drawn)	1.3	0	-0.2	-5	-1.2	1	0	12	4	-32
CCc1nc2ccc(C(=O)N3CCN(S(=O)(=O)CC)CC3)cn2c1N(CC)Cc1cccc(Br)c1	0.5	0	-0.2	x	-4.6	4	0	4	-2	-1
O=C(NCCN1CCOCC1)c1cc(=O)[nH]c2ccc(Br)cc12	0.8	-5	0.1	1	-2.1	-1	-1	10	5	-2
Cc1ccc(OCCCCNC2CCCCC2)c(C)c1	-0.7	-6	-0.8	-4	-0.6	2	0	5	-2	1
Cc1ccc(S(=O)(=O)NNC(=O)Nc2ccccc2F)c(C)c1	3.2	-4	-0.3	-2	0.2	0	3	7	-3	5
CCNC(=O)COc1ccc(S(=O)(=O)Nc2ccccc2)cc1	x	-3	-0.2	-5	0.5	2	-4	-7	3	-3
OC(COCc1ccccc1)Cn1cnc2ccccc21 (stereo not drawn)	0.8	-14	-1.7	-4	0.8	6	-6	-3	-12	3
NC(=S)Nc1cccc2cc3ccccc3cc12	0.3	-8	-0.8	-15	0.7	-13	-6	69	42*	11
O=C(Nc1ccc2c(c1)OCCO2)c1cccc(Cl)c1	-0.1	-3	-0.6	-10	-0.9	2	2	2	-5	-1
CCc1c(C(=O)Nc2ccc(OC)cc2)[nH]c(C)c1C(C)=O	0.4	-4	-1.7	0	0.0	-2	0	7	-3	5
Cc1cccc(COc2ccccc2/C=N/Nc2ccc([N+](=O)[O-])cc2)c1	-0.1	-3	-0.5	-14	6.1	-3	0	-112	-82	-6
CCc1cc(C(=O)N(CC)CC(=O)Nc2c(F)cccc2F)sc1C	0.7	-1	0.5	x	-6.8	-8	0	3	-8	-26
CC(C(=O)NCCN1C(=O)S/C(=C\c2cccs2)C1=O)N1C(=O)c2ccccc2C1=O (stereo not drawn)	1.6	-4	-0.3	-1	-1.4	16	-1	-10	-2	-9
Cc1cccn2cc(CNS(=O)(=O)c3ccc4ccccc4c3)nc12	1.2	-7	0.1	-3	-1.0	-1	-1	12	-7	0
CC1Sc2ccc(S(=O)(=O)N3CCC(C(=O)Nc4cccc(Cl)c4)CC3)cc2NC1=O (stereo not drawn)	-0.7	-3	0.7	-6	1.8	-7	-2	-23	-12	5
O=C(NCCc1ccccc1)C(=O)NCC(c1ccco1)N1CCOCC1 (stereo not drawn)	-1.1	-10	-1.3	-9	0.1	2	-2	-1	0	4
O=C(NCC1CCCO1)c1ccc(NC(=O)c2cccc(Cl)c2)cc1 (stereo not drawn)	0.1	-2	0.4	-5	-1.2	0	2	-3	-3	4
O=C(NC1CCCC1)C1(c2ccccc2)CCN(S(=O)(=O)c2ccccc2)CC1	-1.0	-5	-0.1	-11	-1.2	3	3	1	3	-2
Clc1ccc(CNCc2cccs2)cc1Cl	-0.5	-4	-0.6	1	-1.1	3	-4	8	3	2
CC(C)c1ccc(NC(=O)C2Cc3c(-c4cccc(C(N)=O)c4)ccnc3O2)cc1 (stereo not drawn)	0.8	-9	0.3	x	-0.5	2	0	-6	1	1
COC(=O)c1[nH]c2ccc(Br)cc2c1NC(=O)CN1CCCCC1CCO (stereo not drawn)	0.4	-6	-0.1	-7	1.5	-9	0	5	10	-5
Cc1ccc(NC(=O)CN2CCC(C(=O)c3ccc(F)cc3)CC2)cc1	-0.3	1	-0.4	-11	-1.2	-1	-3	1	-2	-3
COc1ccc2c(c1)C1=NN(/C(C)=C\C(C)=O)C(c3ccccc3)C1CC2 (stereo not drawn)	1.9	-1	0.0	-7	0.7	-20	1	-118	-8	-12
NC(=O)NC(=O)COC(=O)c1ccc2c(c1)C(=O)N(Cc1ccccc1)C2=O	-2.6	-3	-0.6	9	0.8	7	-1	-8	-5	-9
CC1Cc2ccccc2N1C(=O)C1CCCN(S(=O)(=O)c2cccc3cccnc23)C1 (stereo not drawn)	1.2	-1	-0.2	-1	0.4	-3	-2	-14	1	6
CC(Cc1ccc(Cl)cc1)N1CCC(n2nccc2NC(=O)C2CCCC2)CC1 (stereo not drawn)	0.0	-2	-0.5	-5	4.0	-1	2	-1	-5	-6
Cc1cc2c(=O)n(Cc3ccco3)c(SCC(=O)NCc3ccco3)nc2s1	0.1	-4	0.8	35	0.1	26	1	-10	9	6

Screening results from PubChem BioAssay.
